Bioassay records as filed in PubChem BioAssay.
HDAC3 inhib: inhibitors of human histone deacetylase 3 | 320,000 tested, 0.15% active | recombinant HDAC3, fluorogenic peptide/trypsin coupled, fluorescence | inhibition, % at 8.3 µM | O15379; in the data active = inhibition above about 26%, passing the limit was not always enough; inconclusive = no clear call, values can overlap the other calls
Target sequence (O15379 whole entry, looked up): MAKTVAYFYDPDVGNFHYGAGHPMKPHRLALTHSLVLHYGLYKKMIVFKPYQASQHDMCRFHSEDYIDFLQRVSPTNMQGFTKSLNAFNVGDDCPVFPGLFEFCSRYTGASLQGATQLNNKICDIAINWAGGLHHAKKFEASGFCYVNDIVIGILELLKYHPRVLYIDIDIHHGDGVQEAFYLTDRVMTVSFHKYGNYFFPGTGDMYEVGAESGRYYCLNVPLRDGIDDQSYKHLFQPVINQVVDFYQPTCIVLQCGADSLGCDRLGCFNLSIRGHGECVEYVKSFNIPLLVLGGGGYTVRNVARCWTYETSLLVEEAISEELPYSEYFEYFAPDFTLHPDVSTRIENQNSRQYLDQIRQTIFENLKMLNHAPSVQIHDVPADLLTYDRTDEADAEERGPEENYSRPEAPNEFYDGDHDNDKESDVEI
KCNK3 block: human KCNK3 channel inhibition, primary screen | O14649 | CHO-KCNK3 thallium flux, FluxOR fluorescence; active compounds read low | B-score at 10 µM | 340,000 tested, 0.84% active | AID 602410;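 active = B-score under library mean minus 4 SD, starting fluorescence ratio at most library mean plus 5 SD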;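 note: more negative B-score means stronger inhibition of thallium flux through KCNK3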
Target sequence (O14649 whole entry, looked up): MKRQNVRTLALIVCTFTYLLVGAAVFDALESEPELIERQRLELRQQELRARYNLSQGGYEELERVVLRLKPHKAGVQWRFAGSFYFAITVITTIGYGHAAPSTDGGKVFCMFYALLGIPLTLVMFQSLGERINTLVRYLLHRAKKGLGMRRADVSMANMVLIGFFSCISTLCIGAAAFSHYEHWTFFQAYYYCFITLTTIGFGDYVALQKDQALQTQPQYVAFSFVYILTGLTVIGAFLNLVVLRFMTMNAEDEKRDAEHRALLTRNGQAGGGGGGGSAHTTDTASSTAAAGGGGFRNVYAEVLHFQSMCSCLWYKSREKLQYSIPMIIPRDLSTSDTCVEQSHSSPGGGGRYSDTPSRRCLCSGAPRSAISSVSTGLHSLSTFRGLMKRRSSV
ANO1 activ: activates or potentiates the mouse TMEM16A chloride channel | AID 623877 | B-score at 10 µM | HEK293 TMEM16A/YFP-H148Q/I152L, iodide quench fluorescence; active compounds read low | 340,000 tested, 0.3% active;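 active = fluorescence-ratio B-score plate-corrected deviation score at least 3 library SD below zero, with starting fluorescence score within 5 deviations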;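 note: channel opened by trigger with iodide after compound preincubation; score built on the fluorescence ratio of max minus min over baseline; more negative score means more quench and so TMEM16A activation or potentiation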
The depositor's hits bear a star; i = inactive; u = inconclusive.

HDAC3 inhib | KCNK3 block | ANO1 activ | compound
-0.8 | i | i | C[C@@H]1CN([C@@H](C)CO)C(=O)c2cccc(NC(=O)Nc3ccc4c(c3)OCO4)c2O[C@H]1CN(C)S(=O)(=O)c1cn(C)cn1
1.5 | i | i | COc1ccc(OC)c(NC(=O)COC(=O)CCS(=O)(=O)c2ccc(Cl)cc2)c1
5.2 | i | i | CCOC(=O)c1ccoc1CN1CCN(S(=O)(=O)c2ccc(C)c(C)c2)CC1
-1.8 | i | i | Cc1onc(-c2ccccc2)c1C(=O)Nc1ccc(Cl)c(S(=O)(=O)N2CCOCC2)c1
-2.9 | i | i | CCOc1ccccc1NC(=O)COC(=O)CN1C(=O)NC(C)(C)C1=O
2.8 | i | i | NS(=O)(=O)c1ccc(CCNC(=O)CCC(=O)c2cccs2)cc1
-1.4 | i | i | CCOC(=O)Cc1csc(SCC(=O)NC2CCS(=O)(=O)C2)n1 (stereo not drawn)
0.2 | i | i | Cn1nnnc1Sc1ncnc2scc(-c3ccc(-c4ccccc4)cc3)c12
5.8 | i | i | Cc1ccc(C(C)NC(=O)CSc2ccc(S(=O)(=O)N3CCOCC3)cn2)cc1C (stereo not drawn)
-2.8 | i | i | CCN(C(=O)CN1C(=O)NC(CCSC)C1=O)C1CCS(=O)(=O)C1 (stereo not drawn)
10.8 | i | i | C=CC[C@@H](CC(=O)N[C@H](CO)Cc1ccccc1)C(=O)N[C@H](COC(=O)[C@@H](CC=C)CC(=O)OC(C)(C)C)Cc1c[nH]c2ccccc12
3.4 | i | i | CSc1ccccc1NC(=O)CN(C)CC(=O)c1[nH]c(C)c(C(C)=O)c1C
1.4 | i | i | COc1ccc(N2CCN(C(=O)COC(=O)CCc3ccccc3)CC2)cc1
2.9 | i | i | O=C(NCC1CCCO1)c1cc(S(=O)(=O)N2CCCCC2)ccc1Cl (stereo not drawn)
-1.3 | i | i | CC(=O)N1CCN(C(=O)CCNS(=O)(=O)c2ccccc2)CC1
u | i | i | COc1ccc(Cl)cc1NCC(=O)Nc1ccc(OC)c(S(=O)(=O)N2CCCCC2)c1
1.0 | i | i | C=CC[C@H](CC(=O)N(CCO)Cc1ccccc1)C(=O)N[C@H](C)COC(=O)[C@@H](CC=C)CC(=O)OC(C)(C)C
-2.4 | i | i | COC(=O)c1ccc(NC(=O)CNC(=O)c2sc3ccccc3c2Cl)cc1
-3.6 | i | i | O=C(CSc1ccccc1C(=O)O)Nc1ccc2c(c1)OCO2
0.3 | i | i | C[C@H](CO)N1C[C@H](C)[C@@H](CN(C)C(=O)NC2CCCCC2)Oc2ccc(NS(=O)(=O)c3ccccc3)cc2C1=O
1.0 | i | i | COc1ccc(NC(=O)CN(C)C(=O)C2CSC3(C)CCC(=O)N23)cc1 (stereo not drawn)
6.5 | i | i | COc1ccc2c(c1)OC[C@H]1[C@@H]2N2C(=O)CNC(=O)[C@@]2(C)[C@H]1c1ccccc1
14.7 | i | i | O=C(CNC(=O)c1ccc(Cl)cc1Cl)OC1CCCCC1=O (stereo not drawn)
1.2 | i | i | Cc1ccc(C(=O)OC(C)C(=O)N(C)C2CCCCC2)cc1S(=O)(=O)N1CCCCC1 (stereo not drawn)
5.7 | i | i | C[C@H](CO)N1C[C@H](C)[C@@H](CN(C)S(=O)(=O)c2cccs2)Oc2ccc(NC(=O)Nc3ccc4c(c3)OCO4)cc2C1=O
14.6 | i | i | COc1ccc(C2(c3ccc(OC)cc3)NC(=O)N(CC(=O)N(C)C3CCC(C)CC3)C2=O)cc1 (stereo not drawn)
-0.3 | i | i | CC1(C)CC(=O)C=C(c2cccc3c2sc2ccccc23)C1
-0.2 | i | i | c1ccc(Cn2cc(-c3ccccc3)cn2)cc1
-3.3 | i | i | Cc1ccc(NC(=O)c2ccc(=O)[nH]c2)cc1S(=O)(=O)N1CCCCCC1
-0.9 | i | i | O=C(CNC(=O)C1CCCCC1)OCC(=O)c1cccc(Cl)c1
6.2 | i | i | CC(C)Oc1ccc(C(=O)OCC(=O)NC(=O)NC2CCCC2)cc1
-3.0 | i | i | O=C(Nc1ccon1)c1nc[nH]c1C(=O)NCc1ccccc1
1.9 | i | i | N#Cc1ccccc1S(=O)(=O)N1CCC(C(=O)NCc2ccccc2CN2CCCC2)CC1
-4.2 | i | i | COc1cccc(-n2cnnc2SC(C)C(=O)NC2CCCC2)c1 (stereo not drawn)
-1.3 | i | i | Cc1ccc(S(=O)(=O)N2CCOCC2)cc1C(=O)OCC(=O)N1CCCC1=O
-5.4 | i | i | C=CCn1c(SCC(=O)c2ccc(O)c(O)c2)nnc1-c1cccc(Cl)c1
-7.3 | i | i | CCCn1c(SCC(=O)Nc2ccc3c(c2)OCO3)n[nH]c1=O
-2.7 | i | i | COc1ccc(Cl)cc1NC(=O)CN(C)C(=O)c1ccc(-n2cncn2)cc1
-1.7 | i | i | O=C(OCC(=O)N1CCc2ccccc2C1)c1ccc(Cl)c([N+](=O)[O-])c1
3.6 | i | i | Nc1nc(COC(=O)C2CC(=O)N(Cc3ccccc3Cl)C2)nc(Nc2ccccc2)n1 (stereo not drawn)

3 structures out of the list, ordered by length of the SMILES, low to high.
HDAC3 inhib | KCNK3 block | ANO1 activ | compound
-2.7 | i | i | COc1ccc(Cl)cc1NC(=O)CN(C)C(=O)c1ccc(-n2cncn2)cc1
u | i | i | COc1ccc(Cl)cc1NCC(=O)Nc1ccc(OC)c(S(=O)(=O)N2CCCCC2)c1
1.0 | i | i | C=CC[C@H](CC(=O)N(CCO)Cc1ccccc1)C(=O)N[C@H](C)COC(=O)[C@@H](CC=C)CC(=O)OC(C)(C)C

(further entries)
HDAC3 inhib | KCNK3 block | ANO1 activ | compound
-0.4 | i | i | O=C(COC(=O)c1cccnc1Cl)NC12CC3CC(CC(C3)C1)C2
5.9 | i | i | O=[N+]([O-])c1ccccc1S(=O)(=O)NCCSCc1ccco1
1.9 | i | i | COc1cc(C(=O)NNC(=O)/C=C/c2ccccc2)cc(OC)c1OC
2.6 | i | i | CC(C)(C)c1ccc(C(=O)CCC(=O)OCC(=O)NCCc2ccc(S(N)(=O)=O)cc2)cc1
-11.3 | i | i | CC(Sc1nnc(-c2ccco2)n1C)C(=O)NC1CCCC1 (stereo not drawn)
-1.8 | i | i | COc1cc(OC)cc(C(=O)Nc2ccccc2C(=O)NC2CC2)c1
0.6 | i | i | COc1cccc(C(=O)Nc2ccccc2N2CCN(C(=O)c3ccccc3)CC2)c1
-9.2 | i | i | Cc1ccc(C(=O)OCC(=O)NCc2ccc3c(c2)OCO3)o1
-1.8 | i | i | O=C(COC(=O)/C=C/c1cccc(C(F)(F)F)c1)NC1CCCCCC1
-14.6 | i | i | O=C(OCCc1cc2ccccc2c(=O)o1)c1ccc(C(F)(F)F)cc1
7.4 | i | i | Cc1ccc(NC(=O)C2CCN(C(=O)OC(C)(C)C)CC2)cc1S(=O)(=O)N1CCCCC1
3.5 | i | i | CN(C)C1CCN(Cc2cc(COCc3ccccc3)c3cccnc3c2O)C1 (stereo not drawn)
-1.4 | i | i | CC(C)N(Cc1ccccc1)C(=O)COC(=O)c1ccc2ncsc2c1
0.8 | i | i | CC1(C(=O)OCC(=O)Nc2ccc(Cl)cn2)CC1(Cl)Cl (stereo not drawn)
-4.3 | i | i | COc1cc(OC)cc(-c2c(-c3cccs3)c3cc(-c4ccc(SC)cc4)ccc3n2C)c1
4.7 | i | i | CC(C)CN1C(=O)C(=O)N(CC(=O)N(C)CC(=O)Nc2ccc(Cl)c(C(F)(F)F)c2)C1=O
u | i | i | Nc1ccc(-c2c3ccc(=O)cc-3oc3cc(O)ccc23)c(C(=O)O)c1
-5.9 | i | i | O=C(COC(=O)[C@H](Cc1ccccc1)NC(=O)c1ccco1)Nc1ccccc1OC(F)F
-7.0 | i | i | CCc1ccc(C(c2ccc(CC)cc2)C(Cl)Cl)cc1
12.9 | i | i | O=C(OCc1c(-c2ccccc2)ncc2ccccc12)c1ccccc1C(F)(F)F
-4.8 | i | i | COc1ccc(C2(C)NC(=O)N(CC(=O)N(c3ccccc3)C3CCS(=O)(=O)C3)C2=O)cc1 (stereo not drawn)
3.1 | i | i | Cc1ccc(NC(=O)CNc2cc(S(=O)(=O)N3CCOCC3)ccc2N2CCOCC2)cc1S(=O)(=O)N(C)C
4.7 | i | i | COc1ccc(C(CNC(=O)c2cccc(NC(=O)c3cccs3)c2)N2CCCC2)cc1 (stereo not drawn)
-1.1 | i | i | COc1ccc(NC(=O)CSCC(=O)N(C)CC(=O)Nc2c(C)cccc2C)cc1
1.9 | i | i | CC(=O)Nc1ccc(S(=O)(=O)NCC(=O)OCC(=O)Nc2sccc2C(N)=O)cc1
12.2 | i | i | CCC1Nc2ncnc(N3CCOCC3)c2N(Cc2ccc(OC)cc2)C1=O (stereo not drawn)
2.6 | i | i | CCc1onc(C)c1C(=O)Nc1ccc(N2CCOCC2)cc1
3.7 | i | i | CCOC(=O)CCCCCC(=O)Nc1ccc2c(c1)CC(=O)N([C@@H](C)CO)C[C@@H](C)[C@@H](CN(C)C(=O)Nc1ccc(C(F)(F)F)cc1)O2
-0.2 | i | i | CCCCN(C(=O)c1cnccn1)c1c(N)n(CCC)c(=O)[nH]c1=O
-8.6 | i | i | CNC[C@H]1Oc2c(NS(=O)(=O)c3ccccc3)cccc2C(=O)N([C@H](C)CO)C[C@@H]1C
1.2 | i | i | O=C(NC1CC1)c1sc2cc(F)ccc2c1Cl
9.3 | i | i | O=C(NCc1ccco1)c1cc(-c2ccccc2)nn1CC1CC(c2cccc([N+](=O)[O-])c2)=NO1 (stereo not drawn)
1.4 | i | i | Cc1ccc(S(=O)(=O)N(C)C[C@@H]2Oc3ccc(NS(C)(=O)=O)cc3CC(=O)N([C@H](C)CO)C[C@@H]2C)cc1
-5.5 | i | i | CC1CCCCC12NC(=O)N(CC(=O)NCC(=O)Nc1ccc(F)c(F)c1F)C2=O (stereo not drawn)
-2.8 | i | i | O=C(Cn1[nH]c(=O)c2ccccc2c1=O)NCC1COc2ccccc2O1 (stereo not drawn)
0.0 | i | i | Cc1ccccc1CN1CCN(C(C)C(=O)NNC(=O)c2ccc(F)cc2)CC1 (stereo not drawn)
3.4 | i | i | Cc1ccc(SCC(=O)NNC(=O)c2cncc(Br)c2)cc1
8.2 | i | i | CCc1noc(C)c1C(=O)NNC(=O)c1ccc(N(CC)CC)cc1
1.9 | i | i | Cc1ccc2nc(SCC(=O)Nc3oc(C)c4c(C)n[nH]c(=O)c34)[nH]c2c1
3.9 | i | i | CCOc1ccc(S(=O)(=O)NN=C(C)c2cccnc2)cc1
8.2 | i | i | COc1ccc(NC(=O)Nc2cccc3c2O[C@H](CN(C)S(=O)(=O)c2ccc(F)cc2)[C@@H](C)CN([C@H](C)CO)C3=O)cc1
0.2 | i | i | CCCCCCCCC(NC(=O)c1ccc(C#N)cc1)C(=O)NCCC (stereo not drawn)
79.2* | i | i | COc1ccccc1NS(=O)(=O)c1ccc(C(=O)Nc2ncccc2O)cc1
-10.6 | i | i | CC(=O)Nc1ccc(S(=O)(=O)N2CCCC3CCCCC32)cc1 (stereo not drawn)
-0.4 | i | i | CSc1ncccc1C(=O)NCC(c1ccco1)N1CCCCC1 (stereo not drawn)
-0.2 | i | i | Cc1nn(CC(=O)Nc2ccc(N3CCOCC3)cc2)c(C)c1[N+](=O)[O-]
-1.8 | i | i | CC(=O)N1c2ccc(F)c(F)c2C[C@H]1C
5.3 | i | i | CCCCn1c(N)c(N(CCOC)C(=O)c2cc(=O)[nH]c3ccccc23)c(=O)[nH]c1=O
-0.7 | i | i | Cc1noc(C)c1NC(=O)Nc1cccc2c1O[C@H](CN(C)C(=O)Nc1ccc3c(c1)OCO3)[C@@H](C)CN([C@H](C)CO)C2=O
-0.6 | i | i | CCn1nc(C(=O)NNC(=O)C(Cc2ccccc2)NC(N)=O)c2ccccc2c1=O (stereo not drawn)

Single records, as listed above.
Profile of `COc1ccccc1NS(=O)(=O)c1ccc(C(=O)Nc2ncccc2O)cc1` → HDAC3 inhib: 79.2*; KCNK3 block: i; ANO1 activ: i
Profile of `Cc1noc(C)c1NC(=O)Nc1cccc2c1O[C@H](CN(C)C(=O)Nc1ccc3c(c1)OCO3)[C@@H](C)CN([C@H](C)CO)C2=O` → HDAC3 inhib: -0.7; KCNK3 block: i; ANO1 activ: i

(continued)
HDAC3 inhib | KCNK3 block | ANO1 activ | compound
0.6 | i | i | COc1ccc(OCCCC(=O)ON=C(N)c2ccccc2Cl)cc1
-0.5 | i | i | C[C@H](CO)N1C[C@H](C)[C@@H](CN(C)C(=O)Nc2ccc3c(c2)OCO3)Oc2ccc(NC(=O)C3CCCCC3)cc2C1=O
1.9 | i | i | CCOc1ccc(NC(=O)CN(C)C(=O)CC2CCCCC2)cc1OCC
-0.6 | i | i | O=C(C[C@H]1C/C=C\C[C@@H](Cc2ccc(F)cc2)C(=O)O[C@H](c2ccccc2)CNC1=O)N[C@@H](CO)Cc1ccccc1
11.0 | i | i | O=C1CN(C(=O)COc2ccccc2Cl)c2ccccc2N1
3.7 | i | i | CN(C)C(=O)c1ccc(NC(=O)COC(=O)c2cc3c(s2)CCCCC3)cc1
-5.7 | i | i | CCC(=O)NC(c1cc(Cl)c2cccnc2c1O)C(C)C (stereo not drawn)
1.0 | i | i | CC(C)CN(C(=O)C1=NN(c2ccccc2)C(=O)CC1)c1c(N)n(Cc2ccccc2)c(=O)[nH]c1=O
5.7 | i | i | Cc1noc(C)c1C(=O)OCC(=O)Nc1ccc(N2CCOCC2)cc1
-7.8 | i | i | CCN(CC(=O)Nc1ccc(OC)cc1)C(=O)c1ccc(N2C(=O)CCC2=O)cc1
0.9 | i | i | CC(C)(C)OC(=O)C[C@@H]1C/C=C\C[C@H](CC(=O)N(CCO)Cc2ccccc2)C(=O)N[C@@H](c2ccccc2)COC1=O
-2.5 | i | i | CC1CCN(C(=O)CN2C(=O)C(=O)N(C(C)C)C2=O)c2ccccc2S1 (stereo not drawn)

Some of the compounds tested; the hit share may differ from the screen's.
